# Cdc42 wt GTP = changes GTP binding to wildtype human Cdc42 | P60953 | GST-Cdc42 beads, Bodipy-GTP binding, flow cytometry; actives lie on both sides | percent activity (GTP binding), % at 10 µM | 190,000 compounds, 0.2% hits | AID 761;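 active = percent activity GTP binding at least 20 points away from the 100% baseline, either down as inhibitor or up as activator; inconclusive = compound flagged as likely green fluorescent from well-wide comparison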;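 note: median bead fluorescence of bound Bodipy-FL-GTP at 100 nM; 0% = excess unlabeled GTP control and 100% = no compound control; below 100% means less GTP binding so inhibitor and above means activator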
# Target sequence (P60953 whole entry, looked up): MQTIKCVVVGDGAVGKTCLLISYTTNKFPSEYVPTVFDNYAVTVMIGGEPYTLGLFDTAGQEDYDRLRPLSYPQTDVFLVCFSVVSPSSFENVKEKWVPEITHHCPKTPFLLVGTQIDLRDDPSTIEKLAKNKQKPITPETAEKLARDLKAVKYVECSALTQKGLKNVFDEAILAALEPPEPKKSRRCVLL
# Avidin bead fluor = avidin bead compound fluorescence profile; fluorescence (KMESF) at 10 µM; Avidin beads, compound fluorescence 488/530 nm, flow cytometry; hits give high values; 220,000 compounds, 0.38% hits; in the data active = fluorescence above about 47; note: inactives centre near 10
# Rab7 wt modul = modulators of GTP binding to dog Rab7 wildtype GTPase; GST-Rab7 beads, fluorescent GTP binding, flow cytometry; actives lie on both sides; untreated = 100%, excess cold GTP = 0%; GTP binding activity (percent of control), % at 10 µM; 190,000 compounds, 0.055% hits; AID 758;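 active = fluorescent GTP binding to Rab7 beads changed by at least 20 points from the 100% baseline, either direction, mostly lower; inconclusive = compound itself probably fluorescent, or too few beads counted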;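 note: median green fluorescence of bound Bodipy-FL-GTP per Rab7 bead population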
# Rab2 wt GTP = changes GTP binding to wildtype dog Rab2A, up or down. P61105. GST-Rab2 wt beads, Bodipy-GTP binding, flow cytometry. GTP binding activity, % at 10 µM. 190,000 compounds, 0.19% hits. AID 760;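 active = GTP binding activity at least 20 points away from 100%, either lowered or raised; inconclusive = signal likely due to the compound's own green fluorescence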;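 note: 0% = beads with excess unlabeled GTP and 100% = no-compound control corrected for plate trend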
# Rac1 wt GTP bind = alters GTP binding to wildtype human Rac1; P63000; GST-Rac1 beads, fluorescent GTP binding, flow cytometry; actives lie on both sides; 0 = cold GTP competed, 100 = untreated; GTP binding activity (% of control), % at 10 µM; 190,000 compounds, 0.27% hits;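 active = GTP binding activity at least 20 points away from the 100% control level, either lower or higher; inconclusive = compound flagged as likely green fluorescent, judged across all proteins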
# Mcl1 Noxa PPI = Mcl-1/Noxa interaction inhibition. Q07820. TR-FRET Mcl-1/Noxa peptide binding, 2 h. inhibition, % at 21.7 µM. 220,000 compounds, 1.5% hits. AID 1022;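 active = compounds that cut the protein-peptide binding signal by more than 50% relative to plate controls in a single-dose test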;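 note: His-tagged Mcl-1 with rhodamine Noxa BH3 peptide and terbium anti-His antibody; 0% = Mcl-1 plus Noxa peptide wells and 100% = peptide-only wells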
# Target sequence (Q07820 whole entry, looked up): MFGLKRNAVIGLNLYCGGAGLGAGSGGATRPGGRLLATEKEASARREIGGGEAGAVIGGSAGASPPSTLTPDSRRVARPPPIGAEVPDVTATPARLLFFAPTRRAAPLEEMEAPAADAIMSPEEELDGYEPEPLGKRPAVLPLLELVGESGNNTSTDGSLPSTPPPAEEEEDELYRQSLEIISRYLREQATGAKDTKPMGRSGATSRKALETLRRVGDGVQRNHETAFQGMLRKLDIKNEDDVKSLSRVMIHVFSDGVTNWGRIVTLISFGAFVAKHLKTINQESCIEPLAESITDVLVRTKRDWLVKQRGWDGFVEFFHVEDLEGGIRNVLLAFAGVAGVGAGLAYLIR
# Mcl1-Bid inh = Mcl-1/Bid interaction inhibition; Q07820; 220,000 compounds, 0.97% hits; inhibition, % at 21.7 µM; TR-FRET Mcl-1/Bid-Dy647 peptide binding, 1536-well;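 active = compounds that cut the binding signal by more than half at the single screening dose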;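 note: His-tagged Mcl-1 with europium anti-His antibody binding Bid BH3 peptide; 0% = Mcl-1 plus peptide wells and 100% = peptide-only wells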
# HRas wt GTP bind = human HRas wildtype GTP binding, change in either direction; P01112; GST-Ras wt beads, Bodipy-FL-GTP binding, flow cytometry; actives lie on both sides; GTP binding activity, % at 10 µM; 190,000 compounds, 0.14% hits; AID 759;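 active = GTP binding activity at least 20% away from the 100% baseline, either lowered as inhibitor or raised as activator; inconclusive = flagged as likely green fluorescent, judged across all proteins in the well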;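 note: 0% = unlabeled GTP competition control and 100% = no-compound control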
# Target sequence (P01112 whole entry, looked up): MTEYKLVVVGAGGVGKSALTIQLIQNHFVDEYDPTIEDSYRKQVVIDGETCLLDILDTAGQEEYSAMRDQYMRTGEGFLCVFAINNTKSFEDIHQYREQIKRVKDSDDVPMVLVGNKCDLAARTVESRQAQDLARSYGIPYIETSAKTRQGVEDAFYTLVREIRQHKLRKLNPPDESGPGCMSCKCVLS
# Rac1 act GTP bind = modulators of GTP binding to human Rac1 activated mutant; P63000; GST-Rac1 activated beads, fluorescent GTP binding, flow cytometry; actives lie on both sides; 100% means binding = to untreated wells; percent activity (GTP binding), % at 10 µM; 190,000 compounds, 0.11% hits; AID 764;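 active = GTP binding at least 20 percentage points away from the 100% baseline, in either direction, so actives lie on both sides; inconclusive = Compound likely fluorescent itself, or too few beads counted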
# Pf gametocyte = inhibitors of late stage P. falciparum gametocyte viability. P. falciparum stage V gametocytes, ATP luminescence, 24 h. inhibition, % at 10.9 µM. 150,000 compounds, 0.065% hits. AID 743093;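 active = inhibition above the mean plus 3 SD of compounds within the control limits, set per campaign, cut at about 38% in these data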;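 note: 0% = DMSO wells and 100% = medium only without gametocytes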
# Mcl-1 Bim block = disrupts Bim peptide binding to human Mcl-1 | Q07820 | Bead-based flow cytometry, Bim peptide-Mcl-1 binding | inhibition, % at 10 µM | 190,000 compounds, 0.1% hits; in the data active = inhibition above about 40%;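 note: 0% = no compound tracer wells and 100% = peptide blocker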
# * hit, by the source's call; ? = inconclusive; / = not tested or not shown.
# Values run as follows: Cdc42 wt GTP	Avidin bead fluor	Rab7 wt modul	Rab2 wt GTP	Rac1 wt GTP bind	Mcl1 Noxa PPI	Mcl1-Bid inh	HRas wt GTP bind	Rac1 act GTP bind	Pf gametocyte	Mcl-1 Bim block
COc1ccc(CNC(=O)CSc2nnc(Cn3nnc4ccccc43)n2C)cc1
 : 99	36	96	98	100	5	17	100	99	9	1
O=C(Nc1ccc2c(c1)OCCO2)c1cc2ccccc2o1
 : 97	10	112	103	99	19	-8	99	96	/	-4
O=C1NN(c2ccccc2)C(=O)/C1=C/c1cccs1
 : 97	9	96	91	96	27	-27	93	96	/	0
Cc1ccccc1-n1c(Cn2c(=O)sc3ccccc32)nnc1SCC(=O)NCC1CCCO1 (centres undefined)
 : 95	5	99	97	96	-1	-2	95	93	/	-4
CC(C)N(Cc1nc(-c2ccccc2)no1)C(=O)Cc1ccccc1
 : 103	7	101	100	105	8	-29	102	98	/	0
CN(c1ccc(OCC(=O)OCC(=O)Nc2ccc(F)cc2)cc1)S(=O)(=O)c1ccc(Cl)cc1
 : 99	22	97	97	102	-1	-6	97	99	7	-5
CCCCSCCCNC(=O)CS(=O)Cc1nc(-c2cccc(C)c2)oc1C (centres undefined)
 : 100	6	99	98	100	0	-13	101	97	-72	1
CC(C)NC(=O)C1CCCN(S(=O)(=O)c2ccc(-n3cnnn3)cc2)C1 (centres undefined)
 : 105	13	103	101	104	-12	98*	102	98	9	-2
COc1ccc(NC(=O)c2ccc(C)cc2)c(OC)c1
 : 100	2	102	98	101	3	-2	101	99	-1	0
Cc1c(C(=S)Nc2ccccc2)cnn1-c1ccccc1
 : 98	12	98	95	96	-10	-26	98	93	/	-5
COc1ccc(C2(C(=O)NCc3ccccc3Cl)CCOCC2)cc1OC
 : 97	10	104	100	101	2	-38	99	96	5	-1
CSC1=C(C#N)C(c2ccccc2Cl)C(C(C)=O)=C(C)N1 (centres undefined)
 : 99	4	102	100	105	-12	-31	99	98	/	-2
COC(=O)C1(C)NC(c2ccco2)C2C(=O)N(c3ccc(C)cc3)C(=O)C21 (centres undefined)
 : 95	9	96	99	97	4	-1	95	98	-37	-4
C/C(=N\N=C(/N)SC1CC(=O)N(c2ccccc2)C1=O)c1cccs1 (centres undefined)
 : 96	12	94	94	94	-1	-2	98	91	/	32
COC(=O)c1ccc(OC(=O)C2CC(=O)N(c3cccc(C)c3)C2)cc1 (centres undefined)
 : 101	16	102	102	108	19	-17	103	97	18	3
CCCCc1ccc(S(=O)(=O)NNC(=S)NCc2ccco2)cc1
 : 98	15	96	97	100	17	-57	99	101	27	-4
O=C(Nc1ccc(F)cc1)C(c1ccccc1)N1CCN(S(=O)(=O)c2ccccc2)CC1 (centres undefined)
 : 104	7	99	102	103	-6	-45	104	103	-12	-14
COC(=O)C(NC=O)C(O)(Cc1ccccc1)C(F)(F)F (centres undefined)
 : 102	16	101	102	105	13	-6	101	98	/	-1
Cc1ccc(C(=O)NC2CCN(CC(=O)Nc3cccc([N+](=O)[O-])c3)CC2)cc1
 : 94	11	104	97	95	-2	-19	95	94	-1	0
CC1CCCN(CCC(=O)Nc2ccc3c(c2)CCC3)C1 (centres undefined)
 : 103	8	97	102	103	19	12	101	100	/	0
CC1CCN(C(=O)C2CCN(S(=O)(=O)c3cnc[nH]3)CC2)CC1
 : 104	6	106	104	108	10	-9	104	101	/	2
CCc1ccc(C2c3[nH]c4ccccc4c3CCN2C(=O)c2ccc(=O)n(C)n2)cc1 (centres undefined)
 : 93	2	92	95	92	9	-18	95	92	9	1
Cc1sc2nc(SCC(=O)NCCO)n(C)c(=O)c2c1C
 : 105	12	101	102	104	9	5	102	102	19	2
O=C(Nc1ccc(N2CCCCC2)cc1)c1ccc2c(c1)OCCO2
 : 103	12	100	99	104	16	-26	100	100	-9	-5
O=C(Nc1ccccc1C(=O)O)c1cc(S(=O)(=O)N2CCOCC2)cs1
 : 87	9	99	88	88	-1	6	87	90	-14	0
Cc1c(C(=O)Nc2ccccc2)cn2c(nc3ccccc32)c1C#N
 : ?	9	?	?	?	-6	-2	?	?	3	11
Cc1cc(C)nc(Nc2ccc(N3CCOCC3)cc2)n1
 : 103	34	105	102	104	20	-25	103	101	-12	-3
CCOC(=O)c1cc(-c2ccc(OC(F)F)cc2)nc2c1c(=O)[nH]c(=O)n2C
 : 92	13	95	97	97	-4	-12	95	97	20	0
CCOP(=O)(OCC)C(NC(=O)c1ccc(OC)c(OC)c1)c1ccccc1 (centres undefined)
 : 90	6	99	97	94	4	-38	95	92	8	0
COc1ccc(OC)c(N/C=C2/CCCCC2=O)c1
 : 104	8	106	106	108	3	-22	104	101	/	-1
CCOc1ccccc1NC(=O)CCN(c1ccc(C)cc1)S(=O)(=O)c1ccccc1
 : 98	12	99	99	101	-4	-29	101	98	7	-8
O=C(COc1ccccc1Cl)N(Cc1ccco1)C1CCS(=O)(=O)C1 (centres undefined)
 : 105	31	103	100	105	-18	-17	100	99	/	2
Cc1ccc(S(=O)(=O)N2CCN(C(=O)N(C)C)CC2)cc1C
 : 97	12	93	92	90	/	-1	94	92	/	-3
O=C(Nc1ccccc1)C1=C(O)CC(c2ccco2)CC1=Nc1ccccc1 (centres undefined)
 : 96	7	97	98	96	1	-25	97	96	/	0
CSc1ncccc1C(=O)OCC(=O)NC(C)(C)C
 : 95	23	103	97	93	0	-19	95	94	-17	5
C[C@]12C=CC(=O)C=C1CC[C@H]1[C@@H]3C[C@@H](O)[C@](O)(C(=O)CO)[C@@]3(C)C[C@H](O)[C@@]12F
 : 103	11	98	100	104	8	5	100	99	/	0
N/C(=N\OC(=O)c1ccc(Br)o1)c1ccccn1
 : 101	9	99	98	103	14	-30	100	97	2	-2
Cc1ccc(-c2csc(NC(=O)N3CCOCC3)n2)cc1
 : 98	9	106	101	101	-9	-64	100	98	26	-1
COc1ccc(-c2cc(-c3ccccc3)nc(SCC(=O)Nc3nccs3)c2C#N)cc1
 : 101	56*	103	97	103	-205	18	100	98	17	0
Cn1nnnc1SCC(=O)Nc1ccccc1Cc1ccccc1
 : 98	9	93	94	92	/	-19	98	92	/	5
CCOC(=O)c1c(NC(=O)C2C3C=CC(C3)C2C(=O)O)sc2c1CC(C)CC2 (centres undefined)
 : 86	15	92	87	90	20	-20	88	86	1	2
Cc1cc(C)cc(N2CC(C(=O)O)CC2=O)c1 (centres undefined)
 : 105	7	100	103	107	18	8	102	100	32	0
Cc1ccc(C)c(Cn2c(CO)nc3ccccc32)c1
 : 102	5	101	103	105	6	8	101	98	-7	1
Cc1ncc(CO)c2cc(C(N)=O)c(=Nc3ccccc3)oc12
 : 99	30	102	99	101	-2	-3	98	98	/	1
O=C1CCCC(=O)N1c1ccc(O)cc1
 : 96	11	96	94	102	2	-24	97	95	/	-2
COC(=O)C(Cc1ccccc1)NC(=O)CSc1nc(N)cc(=O)[nH]1 (centres undefined)
 : 107	10	104	105	109	9	-14	104	100	3	0
CC(=O)Oc1ccc(C(=O)Nc2cc(NC(=O)c3ccc(OC(C)=O)cc3)cc(C(=O)NC(C)(C)C)c2)cc1
 : 100	12	94	96	102	8	-17	99	100	/	-4
Cc1ncc([N+](=O)[O-])n1CCOC(=O)Nc1ccc([N+](=O)[O-])cc1
 : 107	11	103	98	105	-11	-12	99	100	/	-4
C=C(C)C1CC=C(C)/C(=N/NC(=O)c2cccc([N+](=O)[O-])c2)C1 (centres undefined)
 : 103	2	102	105	109	9	-7	105	107	-24	0
c1ccc2c(NCC3CCCO3)nc(N3CCCCC3)nc2c1 (centres undefined)
 : 99	10	96	100	102	6	-3	98	99	-15	0
COc1ccc(Cn2nnnc2CN2CCOCC2)cc1
 : 105	24	102	98	105	9	49	101	102	4	-4
CCc1nnc(N/N=C/c2c(C)[nH]c3ccccc23)n1N
 : 94	11	98	96	94	17	-44	93	93	-15	-1
N#C/C(=C(/O)COC(=O)CCCNC(=O)c1ccc(Cl)cc1)c1nc2ccccc2[nH]1
 : 101	12	100	99	99	25	-79	99	96	23	-4
CCCc1ccc(OCC(=O)Nc2cc(S(=O)(=O)CC)ccc2O)cc1
 : 96	11	106	100	100	11	-30	99	93	/	-2
O=C(CNCC1CCCO1)Nc1ccccc1N1CCCCCC1 (centres undefined)
 : 101	24	97	98	101	35	29	100	100	/	-1
Cc1ccc(-n2c(C)cc(C(=O)COC(=O)C3=NNC(=O)CC3)c2C)cc1
 : 98	8	97	95	99	5	-7	95	94	/	-1
O=S(=O)(c1ccc(N2CCN(S(=O)(=O)c3ccccc3)CC2)nc1)N1CCCC1
 : 92	12	96	93	93	0	-13	92	92	-3	1
O=CN1CCN(C(C(=O)NC2CCCC2)c2cc3c(cc2[N+](=O)[O-])OCO3)CC1 (centres undefined)
 : 94	10	94	94	99	15	-50	98	96	7	-1
COc1ccc(-c2csc(N(CC3CCCO3)C(=O)c3ccco3)n2)cc1 (centres undefined)
 : 101	16	102	105	101	-10	-23	102	99	-3	0
COc1cc(OC)c(OC)cc1/C=N/N(C)c1ccccc1
 : 99	54*	96	99	101	-4	-42	98	100	/	0

# Remaining list, next part
# Values run as follows: Cdc42 wt GTP	Avidin bead fluor	Rab7 wt modul	Rab2 wt GTP	Rac1 wt GTP bind	Mcl1 Noxa PPI	Mcl1-Bid inh	HRas wt GTP bind	Rac1 act GTP bind	Pf gametocyte	Mcl-1 Bim block
Cc1cc(C)n(-c2nnc(N3CCN(c4ccccc4)CC3)nn2)n1
 : 98	9	104	102	101	1	-33	98	97	/	0
Cc1nn(-c2ncc(C(F)(F)F)cc2Cl)c(=O)n1-c1cccc(F)c1
 : 98	11	100	96	100	8	-32	96	96	-2	-1
COc1ccc(O[C@H]2C=C[C@@H](c3ccccc3)O[C@@H]2COC(=O)CC/C(C)=N/OC[C@@H](O)COCc2ccco2)cc1
 : 104	10	102	100	102	-9	-6	102	97	/	-1
CC(=O)Nc1nc(C=C(Cl)Cl)cs1
 : 100	11	97	97	101	48	-28	99	99	/	-1
S=C(Nc1cccc(Cl)c1)Nc1ccccc1Oc1ccccc1
 : 102	27	99	98	103	25	-18	99	99	/	-2
CCc1ccc(N(C(=O)c2csnn2)C(C(=O)NC(C)(C)CC)c2cccnc2)cc1 (centres undefined)
 : 95	8	107	98	102	1	-21	101	95	4	-1
O=C(c1ccc(F)cc1)N1CCN(c2cc(N3CCCCC3)c(F)cc2[N+](=O)[O-])CC1
 : 96	11	99	98	102	26	1	97	96	/	-5
CCCOc1cc(CN2CCCCC2)cc(C(C)=O)c1
 : 103	36	100	101	107	5	2	100	100	11	5
Clc1ccc(-n2cccc2CN2CCc3c([nH]c4ccccc34)C2c2ccccn2)nc1 (centres undefined)
 : 100	3	97	97	101	8	-29	97	96	4	-2

# Screening results as filed in PubChem BioAssay.
